# Screening results (PubChem)
# STK33 inh: inhibitors of purified STK33 kinase, primary screen, biochemical, ADP-Glo luminescence, homogeneous, cell-free; Serine/threonine-protein kinase 33 (Homo sapiens), Q9BYT3; MBP phosphorylation; inhibition, % at 10 µM; 0.073% of 320,000 active;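 active = inhibition at or above 25%, using the most active replicate where run in duplicate; inactive = inhibition below 25%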
# Target sequence (Q9BYT3 whole entry, looked up): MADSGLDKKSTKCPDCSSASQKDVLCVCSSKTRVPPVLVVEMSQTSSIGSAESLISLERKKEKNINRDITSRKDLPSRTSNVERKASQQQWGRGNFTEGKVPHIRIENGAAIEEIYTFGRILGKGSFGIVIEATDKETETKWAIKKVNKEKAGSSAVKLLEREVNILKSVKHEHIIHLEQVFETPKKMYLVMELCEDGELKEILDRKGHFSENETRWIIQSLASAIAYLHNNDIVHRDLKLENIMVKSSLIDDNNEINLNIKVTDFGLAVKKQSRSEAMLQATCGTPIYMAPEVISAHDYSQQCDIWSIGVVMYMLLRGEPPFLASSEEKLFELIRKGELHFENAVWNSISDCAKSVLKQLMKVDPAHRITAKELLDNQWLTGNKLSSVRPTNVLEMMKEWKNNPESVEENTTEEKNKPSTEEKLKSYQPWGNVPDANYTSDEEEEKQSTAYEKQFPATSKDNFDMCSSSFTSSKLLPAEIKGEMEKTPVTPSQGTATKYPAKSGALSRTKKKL
# OX1R antag-1: antagonists of human orexin 1 receptor (OX1R). OX1R-expressing cells, FRET antagonist read-out. AID 485270, 2010. Orexin/Hypocretin receptor type 1 (Homo sapiens), O43613. inhibition, % at 6.6 µM. 1.8% of 330,000 active; in the data active = inhibition mostly above about 38%, no sharp cut-off; inactive = mostly below about 40%;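 also: 0% = agonist challenge alone and 100% = reference antagonist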
# Target sequence (O43613 whole entry, looked up): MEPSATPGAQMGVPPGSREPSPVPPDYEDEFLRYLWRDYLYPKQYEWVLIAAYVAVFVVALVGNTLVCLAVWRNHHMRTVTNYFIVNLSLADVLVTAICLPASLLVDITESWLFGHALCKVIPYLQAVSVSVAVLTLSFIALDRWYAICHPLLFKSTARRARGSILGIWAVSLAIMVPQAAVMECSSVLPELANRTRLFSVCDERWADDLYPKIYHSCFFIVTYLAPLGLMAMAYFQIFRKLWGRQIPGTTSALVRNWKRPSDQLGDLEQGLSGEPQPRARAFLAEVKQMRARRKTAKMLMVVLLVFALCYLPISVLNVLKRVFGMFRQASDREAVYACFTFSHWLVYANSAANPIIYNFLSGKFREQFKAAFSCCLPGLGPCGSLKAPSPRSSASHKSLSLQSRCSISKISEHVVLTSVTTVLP
# OX1R antag-2: OX1R (HCRTR1) antagonists, primary screen, fluorescence, CHO/OX1R cells, Fluo-8 calcium, orexin A; inhibition, % at 5 µM; Fluo-8 calcium fluorescence; 0.43% of 330,000 active; AID 434989, 2010; Orexin/Hypocretin receptor type 1 (Homo sapiens), O43613;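 active = inhibition above its plate's threshold, mean inhibition of all tested compounds on the plate plus 3 SD, cut at about 37% in these data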;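 also: 0% = orexin A challenge wells and 100% = SB-334867-A antagonist wells; not every result past the cut was called active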
# The depositor's hits bear a star; x = not tested or not shown. Hits appear at their usual frequency. Share with any hit: about 2.2%.
SMILES,STK33 inh,OX1R antag-1,OX1R antag-2
Cc1cc(C(F)F)n2ncc(C(=O)NCCc3ccccc3Cl)c2n1,2.1,17,-19
CCS(=O)(=O)N1CCC(c2nc(-c3ccc(C)cc3)no2)CC1,0.3,9,-10
Cc1noc(C)c1C(=O)OCC(=O)NC1CC1,0.7,6,-8
O=C(c1ccc2oc(CCCc3ccccc3)nc2c1)N1CCCC(CCCO)C1 (stereo not drawn),-0.3,39,-19
CCC1=[N+](C)c2cccc3cccc(c23)N1C,-1.0,49,-31
Nc1nnnn1/N=C/C(Br)=C/c1ccccc1,-1.6,6,-1
O=C(N1CCN(c2ccccc2F)CC1)C1(S(=O)(=O)c2ccc(Cl)cc2)CC1,0.2,11,-17
CC1(C)CC(NC(=O)c2c(N)no[n+]2[O-])CC(C)(C)N1,-1.9,19,-12
CCOc1cc(C2CC(=O)N3CN(C4CCCCC4)CSC3=C2C#N)ccc1O (stereo not drawn),1.7,-2,-19
CN(CC(=O)Nc1ccc2c(c1)OCCO2)S(=O)(=O)c1ccc(F)cc1,-3.2,6,-2
COc1ccc(CNC(=O)CCCNS(=O)(=O)c2cccc3nonc23)cc1,-1.5,43,-12
COc1ccc(NC(=O)c2cc3sccc3n2Cc2ccc(F)cc2)cc1OC,-0.6,15,0
CC/C=C/C(=O)N1CC2(CC(c3cccc(NC(=O)CC)c3)=NO2)C[C@H]1C(N)=O (stereo partly drawn),0.3,37,-9
CCC1=C(OC(=O)N(CC)CC)N2C(=O)OC(=NCCc3c[nH]c4ccccc34)[C@]2(Cc2ccccc2)[C@H]2C1=CC[C@H]1C(=O)N(c3ccccc3)C(=O)[C@H]12,0.4,6,-27
CCOc1ccc(C(=O)N2CCCC2)cc1OC,-1.2,6,8
O=S(=O)(Cc1noc(-c2ccc(OC(F)(F)F)cc2)n1)c1ccc(F)cc1,0.0,9,-10
CCOC(=O)c1c(C)[nH]c(C(=O)OCC(=O)N(C)c2c(N)n(Cc3ccccc3)c(=O)[nH]c2=O)c1C,0.3,2,-30
O=C1Cc2ccccc2C(=O)N1OCc1ccc(Cl)cc1,0.4,3,-23
O=C(c1ccccc1)N1CCN(C(=O)c2ccc3c(c2)OCCO3)CC1,11,-5,-8
CC(NC(=O)C12CC3(C)CC(C)(CC(C)(C3)C1)C2)C(=O)O (stereo not drawn),-2.9,19,-17
CC1CCc2nc(NC(=O)c3ccco3)sc2C1 (stereo not drawn),3.3,14,-33
Cc1cc(C)cc(-n2ccnc2SCC(=O)Nc2nccs2)c1,-1.0,27,-29
Cc1nc(SCN2C(=O)c3ccccc3C2=O)n[nH]1,0.1,18,-14
CC(=O)OC1CC(C)(C)N(OC(=O)c2ccccc2)C(C)(C)C1,0.0,14,-22
Cc1ccc(SCc2nc3ccccc3[nH]2)cc1,0.6,5,-16
O=C(CN1C(=O)NC2(CCCC2)C1=O)NCCc1ccc(Cl)cc1Cl,-0.1,8,-24
COc1ccc(NC(=O)CCC(=O)Nc2nnc(C3CCCCC3)s2)c(OC)c1,-1.4,1,-14
Nc1c2c(nc3ccccc13)N(C1CCCCC1)CC2,1.0,23,-34
Cc1ccc(C(=O)Nc2ccccc2C(=O)N2CCCC2)cc1[N+](=O)[O-],-0.8,13,-31
NC(=O)c1ncc(C(F)(F)F)cc1Oc1cccc(F)c1,-1.3,10,6
CSc1nc(NNC=O)cc(Oc2ccc(NC(C)=O)cc2)n1,-0.4,5,-7
Cc1cccc(NC(=O)C(C)N2C(=O)C3C4CC(C(Br)C4Br)C3C2=O)c1 (stereo not drawn),-0.2,-7,-7
CCOC(=O)c1c(C)[nH]c(C)c1C(=O)COC(=O)c1cccc(S(=O)(=O)NC)c1,0.8,3,-17
COCCn1cc(C(=O)N2CCC(C)CC2)c2c3ccccc3n(C)c2c1=O,-0.4,22,-38
O=C(CNC(=O)c1ccco1)OCc1ccc(C(=O)Oc2ccccc2)cc1,0.7,3,-4
O=C(Nc1ccccn1)C1CCN(S(=O)(=O)c2ccc3c(c2)OCCCO3)CC1,x,17,-10
Cc1ccc([C@@H]2CC=C(C(=O)O)[C@H](c3ccc(Cl)cc3)N2S(=O)(=O)c2ccc(C)cc2)cc1,-2.2,46,-17
Cc1ccc(-c2nnc3sc(CCc4ccccc4)nn23)cc1,-1.7,0,-21
COc1ccc(C(CC(=O)O)NS(=O)(=O)c2ccc(C)cc2)cc1 (stereo not drawn),0.9,4,5
COCCN(CCOC)C(=O)c1ccc(SCc2ccc(C)cc2)c([N+](=O)[O-])c1,-0.5,7,-19
COc1ccccc1CN(C)S(=O)(=O)c1cccs1,-0.5,8,-9
CN(C)/C=N/c1cc(=O)n(C)c(=O)n1Cc1ccccc1,-0.2,24,-23
C=C1N(c2ccccc2)C(=O)OC1(C)C,-0.7,25,9
Cc1ccc(S(=O)(=O)c2ccc(Cl)cc2)cc1S(=O)(=O)N(C)CC(=O)O,-1.7,6,-11
CCc1ccc(NC(=O)CSc2ccc(-c3sc(C)nc3C)nn2)cc1,-1.6,7,-25
O=C(Cc1ccccc1)NCC(=O)OCC(=O)c1ccc([N+](=O)[O-])cc1,-2.3,86*,0
C/C=C(\C)CN1CCC(n2nccc2NC(=O)CCOc2ccccc2)CC1,0.5,10,-21
Cc1cc(C2=NNC(=NC3CC3)SC2)c(C)n1Cc1ccco1,-0.4,14,3
C/C(=N\N=c1/sc2ccccc2n1C)c1ccc(N2CCOCC2)cc1,0.2,24,-28
COCCN1C(=O)N[C@@H](c2ccco2)C(C(=O)OC)=C1C,-0.3,22,-14
COc1ccc(/C=C/c2nc3ccccc3c(=O)n2-c2cccc(C(=O)O)c2)cc1,-0.5,12,-16
CCCNC(=O)C1(S(=O)(=O)c2ccccc2)CC=CC1,0.4,2,-6
CN1C(=O)c2ccccc2C(C(=O)NCCCN2CCCC2=O)C1c1c[nH]c2ccccc12 (stereo not drawn),0.5,33,-9
O=C(NC12CC3CC(CC(C3)C1)C2)N1CCN(C2CCCCC2)CC1,-1.0,1,-9
Brc1ccc(-c2cn3cccnc3n2)cc1,0.9,10,-3
COc1ccc(C(=O)COC(=O)CCN2C(=O)[C@@H]3[C@H](C2=O)[C@@H]2C[C@H]3C(Br)C2Br)cc1 (stereo partly drawn),-0.8,14,-7
O=C(CN1C(=O)NC2(CCCCCC2)C1=O)Nc1ccc(S(=O)(=O)N2CCOCC2)cc1,-0.3,7,-1
S=C(NCc1ccco1)N1CCN(c2ccccc2Cl)CC1,-0.4,21,-18
COc1cc2c(cc1OC)CN(S(=O)(=O)/C=C/c1ccccc1)CC2,0.8,3,-11
O=C(COc1ccccc1C(=O)c1cnn(-c2ccccc2)c1)Nc1ccccc1,0.9,24,-17

# (further entries)
SMILES,STK33 inh,OX1R antag-1,OX1R antag-2
COCCOC1CCN(C(=O)c2cc(COc3ccc(-n4cncn4)cc3)on2)CC1,-1.6,7,2
COc1cc(C2C(C#N)=C(N)Oc3n[nH]c(C)c32)ccc1OC(=O)c1ccccc1 (stereo not drawn),-3.3,6,-9
C=C1SC(Nc2c(C)cc(C)cc2C)=NC12CCCCC2,-0.2,5,-23
C=C(c1ccc(O)cc1)c1ccc(O)cc1,2.5,4,8
O=C(Nc1cc([N+](=O)[O-])ccc1N1CCCC1)c1ccccc1,-2.2,37,-25
Cn1cccc1/C=N/NC(=O)Cc1ccccc1,-0.3,33,-22
CCc1noc(C)c1C(=O)Nc1cc(S(=O)(=O)N(CC)CC)ccc1N1CCCC1,-1.3,8,-32
Cc1ccc2c(c1)N(C(=O)CCC(=O)NCc1cccc(Br)c1)CC(C)O2 (stereo not drawn),2.3,19,-48
COc1ccccc1Cn1c(CCCO)nc2ccccc21,-0.5,11,-14
Cc1nn(C)cc1CNC(=O)Nc1ccc(Cl)cc1,-2.6,10,4
Clc1ccc2nc(CSc3nncn3-c3ccccc3)cn2c1,-1.5,17,-12
COc1ccccc1NC(=O)c1nn(-c2ccc(OC(F)(F)F)cc2)ccc1=O,1.0,10,0
CC(C)(C)OC(=O)CC1(C#N)c2ccccc2C(Br)=CN1C(=O)c1ccccc1 (stereo not drawn),-0.9,32,-6
CCCCC(=O)C1=C(N2CCCC2)CC(C)(C)CC1=O,-0.7,5,-2
CCCN1CCN(C(=S)Nc2sc(CC)cc2C(=O)OC)CC1,0.3,14,-37
COc1ccc(OC)c(Cc2nnc(CCC(=O)NC3CCCC3)o2)c1,1.3,4,-14
CCCN(CC(=O)Nc1ccccc1OC)C(=O)Cc1ccc2c(c1)CCC2,0.0,48*,0
C=C1CCC[C@]2(C)C[C@H]3OC(=O)C(CN4CCCCC4CO)[C@H]3CC12 (stereo partly drawn),-1.6,25,-24
CNc1cc(-n2nc(C)cc2-c2ccccc2)ncn1,-0.9,13,-5
CCC(C)n1ncn(-c2ccc(N3CCN(c4ccc(OC)cc4)CC3)cc2)c1=O (stereo not drawn),-0.3,27,-2
Fc1ccc(CNC(=S)Nc2cccc(Cl)c2)cc1,0.5,13,15
COc1cc(C(=O)NCc2ccc(C)cc2)ccc1OC(F)F,-0.6,10,-29
COc1ccc(C(=O)Nc2ccc3c(c2)C(=O)c2ccccc2C3=O)cc1OC,0.3,13,-17
O=C(NCc1cccs1)c1cc(-c2ccccn2)nc2ccc(Br)cc12,2.7,4,-19
OC[C@@H]1CCCN1Cc1cn(-c2ccccc2)nc1-c1ccc2c(c1)OCO2,-0.8,20,-29
CSc1ccc(/C=C/C(=O)OCC(=O)N2CCN(S(=O)(=O)c3ccc(C)cc3C)CC2)cc1,0.7,-1,22
O=C(C1=C[C@H](C2CCCCC2)C[C@H](OCc2ccc(CO)cc2)O1)N1CCN(Cc2ccccc2)CC1,0.4,6,-15
COc1ccc(NC(=O)Cn2ncn3c(cc4ccccc43)c2=O)c(OC)c1OC,-3.4,7,-2
Cc1ccc(S(=O)(=O)NCCCN(C)C)cc1,-2.4,13,-13
Cc1ccc(C(=O)N/C(=C\c2ccco2)C(=O)N2CCSCC2)cc1C,-0.6,2,-5

# Next section; it opens with the 6 that closed the last part.
SMILES,STK33 inh,OX1R antag-1,OX1R antag-2
OC[C@@H]1CCCN1Cc1cn(-c2ccccc2)nc1-c1ccc2c(c1)OCO2,-0.8,20,-29
CSc1ccc(/C=C/C(=O)OCC(=O)N2CCN(S(=O)(=O)c3ccc(C)cc3C)CC2)cc1,0.7,-1,22
O=C(C1=C[C@H](C2CCCCC2)C[C@H](OCc2ccc(CO)cc2)O1)N1CCN(Cc2ccccc2)CC1,0.4,6,-15
COc1ccc(NC(=O)Cn2ncn3c(cc4ccccc43)c2=O)c(OC)c1OC,-3.4,7,-2
Cc1ccc(S(=O)(=O)NCCCN(C)C)cc1,-2.4,13,-13
Cc1ccc(C(=O)N/C(=C\c2ccco2)C(=O)N2CCSCC2)cc1C,-0.6,2,-5
COC(=O)c1c(NC(=O)Cn2cnc([N+](=O)[O-])n2)sc2c1CCC(C)C2 (stereo not drawn),0.8,-4,5
COc1cccc(-c2csc(N3CCN(C(=O)Nc4ccc(F)cc4)CC3)n2)c1,-0.5,15,12
CC(=O)NC(=S)Nc1ccc(S(=O)(=O)N(C)Cc2ccccc2)cc1,-0.9,22,-20
CC(=O)Nc1nc2cc(N)ccc2s1,4.1,6,-5
COC(=O)C1C(O)CCC2CN3CCc4c([nH]c5ccccc45)C3CC21 (stereo not drawn),4.6,12,-14
Cc1cc(C)c2c(CC(=O)NC(C)C)coc2c1,0.9,10,-13
COC(=O)c1ccc(N2CCOCC2)c(NC(=O)c2cccnc2)c1,0.0,18,-1
CCN(CC)c1ccc(/C=N/NC(=O)CNC(=O)c2cccnc2)cc1,-0.9,3,-6
Clc1ccc2c(c1)C=Nc1c(NCc3ccccc3)ncnc1O2,-0.2,18,-13
CSc1ccccc1NC(=O)COC(=O)c1ccccc1Cc1ccccc1,-0.9,18,-8
Cc1cc(NC(=O)CN2CCCCC2)n(-c2ccccc2)n1,8.5,3,7
CCN(CC)S(=O)(=O)c1ccc(C(=O)N2CCN=C2SCc2cccnc2)cc1,-0.4,14,-5
Cc1[nH]c(C)c(S(=O)(=O)N2CCN(c3cccc(C(F)(F)F)c3)CC2)c1C(=O)N1CCCCC1,-0.6,-1,-20
OCCCCNCc1ccc(OCc2ccc(Cl)cc2)cc1,-1.7,9,3
Cc1c(S(=O)(=O)N2CC(C)CC(C)C2)c(=O)n(C)c(=O)n1C (stereo not drawn),-1.6,-3,-9

# A run of entries from further up, as a working copy:
SMILES,STK33 inh,OX1R antag-1,OX1R antag-2
Cc1[nH]c(C)c(S(=O)(=O)N2CCN(c3cccc(C(F)(F)F)c3)CC2)c1C(=O)N1CCCCC1,-0.6,-1,-20
OCCCCNCc1ccc(OCc2ccc(Cl)cc2)cc1,-1.7,9,3
Cc1c(S(=O)(=O)N2CC(C)CC(C)C2)c(=O)n(C)c(=O)n1C (stereo not drawn),-1.6,-3,-9

# Following part
SMILES,STK33 inh,OX1R antag-1,OX1R antag-2
CC(C(=O)NC1CCCCC1)N(Cc1ccc(F)cc1)C(=O)c1snc(C(N)=O)c1N (stereo not drawn),0.2,12,-11
CCCCn1c(SCC(=O)Nc2cc(C)[nH]n2)nc2ccsc2c1=O,-0.5,10,-27
CCC(=O)NC(c1cc(Cl)c2ccccc2c1O)C(C)C (stereo not drawn),-0.3,35,23
CC(Oc1ccc2ccccc2c1)C(=O)NNC(=S)NC(=O)c1ccco1 (stereo not drawn),-0.3,3,34
COc1ccc(CSc2nc(C)cc(C)c2C#N)cc1,-3.4,7,-30
CCOC(=O)c1cc(C#N)c(N2CCN(C)CC2)nc1-c1ccccc1,-0.1,13,-19
